M1 PAM parental = M1 PAM counterscreen hit in parental CHO-K1 cells; 0.02% of 360,000 active; ATP EC20, Fluo-8 calcium fluorescence; 0% at ATP EC20, 100% at ATP max; AID 602247; activation, % at 3 µM;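 active means activation above the run cutoff, the mean activation of all test compounds plus 3 SD, cut at about 40% in these data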;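 further: peak over basal fluorescence ratio in a 140 s read after ATP addition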
CHO-K1 Ca ag = nonselective activator or artifact in parental CHO-K1 cells; activation, % at 3 µM; 0.48% of 360,000 active; Fluo-8 calcium fluorescence; scaled to maximal ATP response, vehicle zero; in the data active means activation above about 15%;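 further: untransfected CHO-K1 host cells lacking M1 receptor as counterscreen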
TAAR1 agonist = human TAAR1 agonism. AID 624467. activation, % at 3 µM. CHO RD-HGA16 TAAR1, Fluo-8 calcium fluorescence; vehicle wells 0%, saturating PEA agonist 100%. Q96RJ0. 0.99% of 360,000 active;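 active means activation above the mean activation of all test compounds in the run plus 3 SD, cut at about 38% in these data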
Target sequence (Q96RJ0 whole entry, looked up): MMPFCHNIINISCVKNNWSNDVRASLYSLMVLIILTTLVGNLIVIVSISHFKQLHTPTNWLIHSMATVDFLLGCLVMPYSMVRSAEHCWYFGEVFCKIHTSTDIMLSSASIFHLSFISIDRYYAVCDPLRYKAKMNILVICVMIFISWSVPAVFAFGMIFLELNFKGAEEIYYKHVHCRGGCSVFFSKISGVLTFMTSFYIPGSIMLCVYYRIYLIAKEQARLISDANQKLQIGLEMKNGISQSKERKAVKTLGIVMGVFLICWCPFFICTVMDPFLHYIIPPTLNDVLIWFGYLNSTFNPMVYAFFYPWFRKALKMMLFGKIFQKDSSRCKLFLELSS
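Benchmarks: low control DMSO, high control PEA (EC100); System: CHO RD-HGA16 cells carrying human TAAR1 plus Gα16; Detection: Fluo-8 fluorescence, 5 s baseline then 140 s kinetic read; Schedule: 17-24 h plating, Fluo-8 75 min 37 °C, 30 min RT; Read-out basis: % activation from peak over basal fluorescence ratio, DMSO-to-PEA scaled.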
OXTR potentiate = human OXTR potentiation; 0.061% of 320,000 active; CHO-OTR cells, Fluo-8 calcium fluorescence, potentiator mode; 0% = oxytocin EC15, 100% = EC100; P30559; activation, % at 3 µM; AID 2445;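 active means activation above that plate's cutoff, the mean activation of tested compounds plus 3 SD, cut at about 6.6% in these data, passing the limit was not always enough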;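 further: 100% uses oxytocin at 75 nM as the full agonist control; some results filed as inactive read as strong as hits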
Target sequence (P30559 whole entry, looked up): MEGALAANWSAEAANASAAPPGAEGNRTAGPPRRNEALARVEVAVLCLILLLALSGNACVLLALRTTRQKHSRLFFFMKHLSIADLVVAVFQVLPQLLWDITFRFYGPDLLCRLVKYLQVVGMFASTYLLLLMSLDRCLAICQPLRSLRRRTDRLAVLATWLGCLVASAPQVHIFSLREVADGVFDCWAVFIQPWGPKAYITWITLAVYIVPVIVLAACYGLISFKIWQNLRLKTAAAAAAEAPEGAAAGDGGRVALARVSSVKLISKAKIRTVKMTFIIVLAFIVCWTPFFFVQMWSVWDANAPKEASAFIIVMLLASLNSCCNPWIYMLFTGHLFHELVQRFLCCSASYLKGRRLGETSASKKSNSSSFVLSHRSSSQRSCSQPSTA
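System: human OTR in CHO cells; Also added: sub-maximal oxytocin, roughly EC15; Timing: compound 6 min at room temperature before oxytocin, 100 s read; Technique: Fluo-8 intracellular calcium fluorescence, ex 470-495, em 515-575 nm; Controls: oxytocin EC15 low and EC100 high; Replication: singlicate.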
CHO parental Ca = counter-screen: ATP calcium response change in parental CHO cells; parental CHO-K1, ATP-induced calcium, Fluo-8 fluorescence; inhibition, % at 5.6 µM; 0.63% of 330,000 active;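 active means inhibition above that plate's mean sample inhibition plus 3 SD, cut at about 26% in these data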;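 further: 0% = ATP-challenged DMSO wells and 100% = DMSO wells without ATP; some compounds past the cut are filed as inactive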
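Material: parental CHO cells / Compound: single nominal dose of 5.6 µM per compound / Signal: Fluo-8 fluorescence / Replicates: singlicate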
TAAR1 antagonist = human TAAR1 antagonism; Q96RJ0; inhibition, % at 3 µM; CHO RD-HGA16 TAAR1, Fluo-8 calcium fluorescence, antagonist; 1.5% of 360,000 active;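 active means inhibition above a per-plate cutoff, the mean inhibition of test compounds on that plate plus 3 SD, cut at about 49% in these data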;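 further: 0% = DMSO plus EC80 beta-PEA response and 100% = DMSO alone without agonist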
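Assay system: RD-HGA16 CHO cells with stable hTAAR1 and Gα16 / Reagent: EC80 β-phenethylamine stimulus / Doses: 3 µM, single point / Timing: dye loading 75 min at 37 °C, then 30 min room temperature / Measured by: Fluo-8 intracellular calcium dye fluorescence, real-time kinetic reads / Controls: vehicle wells and EC80 agonist wells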
M1 antag = antagonists of human M1 muscarinic receptor. P11229. CHO-K1 hM1, Fluo-8 calcium fluorescence, ACh EC80 antagonist. inhibition, % at 3 µM. 1.3% of 360,000 active. AID 588852;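 active means percent inhibition above its own plate's cutoff, namely the mean of that plate's compound wells plus 3 SD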;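 further: peak over basal fluorescence ratio during 140 s after agonist addition; 0% = ACh EC80 plus DMSO and 100% = DMSO alone without agonist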
M1 ag = agonists of human M1 muscarinic receptor; activation, % at 3 µM; 0.33% of 360,000 active; P11229; CHO-K1 hM1, Fluo-8 calcium fluorescence, agonist mode; 0% DMSO, 100% acetylcholine EC100; AID 588814;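 active means activation above the run's mean compound activation plus 3 SD, cut at about 16% in these data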;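 further: peak over basal fluorescence ratio within a 140 s kinetic read after compound addition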
CHO-K1 Ca antag = M1 antagonist counterscreen hit in parental CHO-K1 cells; ATP-induced calcium, Fluo-8 fluorescence; inhibition, % at 3 µM; 0.6% of 360,000 active;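 active means inhibition above a per-plate cutoff, the plate's mean sample inhibition plus 3 SD, cut at about 24% in these data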;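 further: 0% = DMSO plus EC80 ATP and 100% = DMSO alone without ATP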
The depositor's hits bear a star; . = not tested or not shown.

SMILES	M1 PAM parental	CHO-K1 Ca ag	TAAR1 agonist	OXTR potentiate	CHO parental Ca	TAAR1 antagonist	M1 antag	M1 ag	CHO-K1 Ca antag
O=C(Nc1ccc(F)c(F)c1)c1ccc(F)c(S(=O)(=O)N2CCC3(CC2)OCCO3)c1	2	14	8	-29	0	26	12	1	-3
O=S(=O)(Nn1cnnc1)c1ccc(F)cc1	6	-0.8	5	-6	-7	-4	-5	-2	-1
CC1=CC(C)(C)[N+](C)=CN1c1ccccc1	15	0.6	-1	-6	-2	10	-1	-9	-9
COc1ccc(S(=O)(=O)Nc2cccc3c2O[C@H](CN(C)Cc2ccncc2)[C@@H](C)CN([C@H](C)CO)C3=O)cc1	-2	3.2	13	-1	-15	-9	-2	-2	7
CCOC(=O)n1c(=O)n(Cc2ccc(F)cc2)c2ccccc21	1	-0.5	6	-3	-10	6	-7	-10	0
COc1nc(NCCO)nc(Nc2ccccc2F)n1	19	1.0	2	6	-3	23	-2	-7	-11
COc1cc(/C=N/NC(=O)C(C)Nc2n[nH]c(=O)[nH]c2=O)ccc1O (configuration not stated)	-9	-0.1	1	1	3	13	1	-5	8
COc1ccc(C2=CC(c3ccc(Cl)cc3)n3cnnc3N2)cc1OC (configuration not stated)	15	0.7	2	-5	-8	0	-17	-4	0
CCCCc1nnc(SCCSc2nnc(CCCC)n2N)n1N	-5	-0.1	3	3	1	12	-10	-6	0
O=C(Nc1cccc(C(F)(F)F)c1)Oc1ccccc1N1CCOCC1	3	6.2	8	-14	5	13	-8	2	-1
COc1ccc(OCC(=O)OCCN2C(=O)c3ccccc3C2=O)cc1	14	0.7	7	2	-11	1	-7	-4	-5
COc1cccc(Nc2nc(C)nc3c2oc2ccccc23)c1	-14	-0.1	-1	-6	-19	5	2	-4	-19
COC(=O)c1ccc(NC(=O)CN(C)S(=O)(=O)c2ccc(OC)c(C)c2)cc1	-10	4.5	9	-7	-29	21	8	-5	3
CC(CNC(=O)CN1C(=O)NC2(CCOc3ccccc32)C1=O)c1ccccc1 (configuration not stated)	5	0.3	8	-2	-23	-7	3	-2	-8
COc1ccc(CCNC(=O)CS(=O)Cc2nc(-c3ccccc3F)oc2C)cc1OC (configuration not stated)	2	0.7	2	-8	-24	0	0	-2	-13
COc1cccc(NC(=O)CN2C(=O)C(c3ccc(C)cc3)=NC23CCCCCC3)c1	5	-0.1	2	-7	-28	-5	-2	-6	4
CNc1nnc(Sc2ncccc2[N+](=O)[O-])s1	-4	0.8	1	-5	-8	7	3	-2	-2
O=c1c2ccccc2ncn1-c1ccc(Br)cc1[N+](=O)[O-]	21	2.1	2	.	.	-20	-14	-6	-8
COc1ccccc1N(C)S(=O)(=O)c1ccc(C(=O)NCc2ccccc2CN2CCCC2)cc1	13	3.9	15	.	.	19	36*	-6	-14
COC(=O)Cn1c(C)nc2ccccc21	-7	-0.1	6	-3	-6	5	-3	-4	16
Cn1c2ccccc2c(=O)c2ccc(Cl)cc21	20	-1.1	-1	.	.	-24	-16	-8	-2
O=C(COC(=O)c1cc(-c2ccc(Cl)s2)nc2ccccc12)NCc1ccco1	1	-0.1	1	-12	-15	-10	-8	-1	-7
CC(=O)Nc1ccc2c(c1)Cc1cc(N3C(=O)C=CC3=O)ccc1-2	-12	0.1	59*	.	.	52*	8	-7	10
CCCCn1c(N)c(N(CC(C)C)C(=O)C2CCN(S(=O)(=O)c3ccc(C)cc3C)CC2)c(=O)[nH]c1=O	-36	-0.4	3	-4	-6	-23	-12	3	24
CN1N=C(C(=O)N2CCc3c([nH]c4ccccc34)C2c2ccccc2Cl)CCC1=O (configuration not stated)	17	8.0	3	-12	-4	12	-5	-6	-12
CCCCNS(=O)(=O)c1ccc(NC(=O)c2c(-c3ccccc3Cl)noc2C)cc1	-4	1.9	.	-13	-6	.	13	-2	-3
Cc1cccc(C)c1-n1nnnc1C(c1cccc2ccccc12)N1CCN(C/C=C/c2ccccc2)CC1 (configuration not stated)	2	0.5	1	.	.	-28	-8	-3	-18
CCC/C(=N\NC(=O)CCC(=O)NCc1ccccc1)c1ccccc1	11	-0.4	3	5	-18	9	-1	-9	-2
O=C(CNC(=O)C(c1ccccc1)c1ccccc1)N/N=C\c1ccc(C(=O)O)cc1	16	0.5	1	-18	16	-14	-8	-2	-15
Cc1ccc(C(C(=O)NC2CCCC2)N2CCCC(C)C2)cc1 (configuration not stated)	-8	0.0	0	2	-14	-22	-6	-9	1

The list goes on, starting with the last 4 of the part before.
SMILES	M1 PAM parental	CHO-K1 Ca ag	TAAR1 agonist	OXTR potentiate	CHO parental Ca	TAAR1 antagonist	M1 antag	M1 ag	CHO-K1 Ca antag
Cc1cccc(C)c1-n1nnnc1C(c1cccc2ccccc12)N1CCN(C/C=C/c2ccccc2)CC1 (configuration not stated)	2	0.5	1	.	.	-28	-8	-3	-18
CCC/C(=N\NC(=O)CCC(=O)NCc1ccccc1)c1ccccc1	11	-0.4	3	5	-18	9	-1	-9	-2
O=C(CNC(=O)C(c1ccccc1)c1ccccc1)N/N=C\c1ccc(C(=O)O)cc1	16	0.5	1	-18	16	-14	-8	-2	-15
Cc1ccc(C(C(=O)NC2CCCC2)N2CCCC(C)C2)cc1 (configuration not stated)	-8	0.0	0	2	-14	-22	-6	-9	1
CCn1c(SCC(=O)N2CCOCC2)nnc1-c1ccco1	8	1.2	-1	-1	-10	-9	-21	-2	-20
CCCc1cc(=O)oc2cc(C)cc(OCC(=O)NC(Cc3c[nH]c4ccc(O)cc34)C(=O)O)c12 (configuration not stated)	2	0.0	0	0	-10	-29	10	2	0
Cc1ccc(NC(=O)c2cc(-n3cnnc3)ccc2Cl)cc1	1	0.4	4	-11	2	-11	8	-4	12
CC(=O)Nc1ccc(S(=O)(=O)N(C)CC(=O)OCC(=O)c2ccc3c(c2)NC(=O)CO3)cc1	8	3.6	2	5	1	14	8	-1	4
Cc1cc(C(=O)OCC(=O)Nc2cccc([N+](=O)[O-])c2)c(C)o1	-13	0.2	0	-2	-15	3	23	-1	5
COC(=O)c1cc(NC(=S)N2CCN(c3ccccn3)CC2)cc(C(=O)OC)c1	16	-1.4	5	-4	-10	-10	-11	-4	-11
Cc1cccc(Nc2nnc(SCC3CCCCO3)s2)c1C (configuration not stated)	7	1.6	4	-3	-11	-6	5	-2	-3
CCn1nc(C)c(CNC(=O)CCc2nnc(Cc3c[nH]c4ccccc34)o2)c1C	13	1.2	5	0	-15	-20	-5	-6	-12
CCOC(=O)c1c[nH]c2c(C(=O)c3ccccc3)cc(Cl)cc2c1=O	3	1.0	8	.	.	-2	-8	0	-12
CC(Sc1nnc(N)s1)C(=O)NNC(=O)c1cccc(Cl)c1 (configuration not stated)	-8	-0.5	5	-6	-17	-22	0	-1	0
Cc1ccc(C)c(S(=O)(=O)Nc2ccc(S(=O)(=O)Nc3ncccn3)cc2)c1	27	0.4	4	-7	-7	-3	-9	-2	0
CC(=O)O[C@H]1C[C@@H]2CC[C@@H]3[C@H](CC[C@@]4(C)[C@H]3C[C@H]([N+]3(C)CCCCC3)[C@@H]4OC(C)=O)[C@@]2(C)C[C@@H]1[N+]1(C)CCCCC1	14	-0.2	6	-7	-4	-27	-18	-7	2
Cc1ccc(C(CC(=O)O)Nc2nc(N3CCCCC3)nc(N3CCCCC3)n2)cc1 (configuration not stated)	-8	0.0	0	-15	-14	-5	-4	-4	7
CCOc1ccccc1N1CCN(CC(=O)Nc2ncc(C)s2)CC1	10	0.8	2	-5	-2	1	-8	0	17
Cc1ccc(/C=C2/SC(=O)N(CC(=O)N3CCOCC3)C2=O)s1	22	0.9	8	1	-11	-17	-4	-5	-6
COc1ccc(CC(=O)NCc2nnc(SCc3ccc([N+](=O)[O-])cc3)n2C)cc1	3	1.0	0	-2	-3	-18	-1	-3	2
CCOc1ccccc1NC(=O)C1CCCCN1S(=O)(=O)c1ccc(F)cc1 (configuration not stated)	0	-0.3	3	-3	-32	-8	3	-6	-14
COc1ccc([C@@H]2[C@H]3CN(C(C)=O)CC=C3C(C#N)=C(N)C2(C#N)C#N)c2ccccc12	7	0.2	6	.	.	-1	-13	-2	-10
CCCOC(=O)CCn1c(=S)oc2ccccc21	3	-0.4	8	-8	-3	-7	-13	-2	13
COc1ccc(/C=N/NC(=O)C(C)n2cnc3ccccc3c2=O)cc1OC (configuration not stated)	11	0.5	0	1	-9	-10	-8	-7	-2
CCOC(=O)C1CCCN(CC(=O)N(C)c2c(N)n(Cc3ccccc3)c(=O)[nH]c2=O)C1 (configuration not stated)	-7	0.0	-2	-3	0	8	-7	2	-9
Cn1ccsc1=NC(=O)c1ccc(OC(F)(F)F)cc1	0	0.5	2	2	-6	11	-26	2	-7
Cn1ncc(Cl)c1C(=O)Nc1ccc(CN2CCCCC2)cc1	-23	-0.2	1	0	-7	-4	7	-6	8
Cc1cc(N2C(=O)C(O)=C(C(=O)c3ccc(C)o3)C2c2ccc(OCc3ccccc3)cc2)no1 (configuration not stated)	-4	-0.7	1	-7	-17	-1	-14	0	-2
Cc1c(=O)n(OCc2ccccc2)c2ccccc2[n+]1[O-]	13	0.2	11	-12	-18	-15	-5	-3	-8
COc1cc(OC)cc(C(=O)NCc2ccc3c(c2)OCO3)c1	8	0.4	6	2	-9	-14	-9	-4	-3
Cc1ccc(CN(C(=O)c2ccc([N+](=O)[O-])cc2)C2CCS(=O)(=O)C2)o1 (configuration not stated)	13	0.5	0	6	-19	-4	5	-3	-5
Cc1cc2c(cc1S(=O)(=O)N1CCN(c3ccccc3)CC1)OCC(=O)N2	19	0.4	1	-3	0	-18	2	-3	-4
COc1ccc(N=C2S/C(=C\c3ccc(C)s3)C(=O)N2CC(C)C)cc1	11	0.0	15	-10	-6	12	-6	-3	-9
CCC(=O)Nc1ccc(-c2nnc(SCc3ccc(C(=O)Nc4nccs4)cc3)n2CC)cc1	21	2.6	10	-10	-16	46	-1	-1	-6
Nc1cc(N2CCCCCC2)c2nonc2c1[N+](=O)[O-]	11	6.3	4	-9	-6	-1	9	-7	-10
Cc1nc2sccn2c(=O)c1S(=O)(=O)NCC1CCN(Cc2ccc(Cl)cc2)CC1	17	0.5	2	.	.	-18	11	-9	-17
O=C(NCc1ccco1)C(c1cccnc1)N(C(=O)Cn1nnc2ccccc21)c1ccc(F)cc1 (configuration not stated)	10	0.1	1	-6	-18	8	-29	-3	-4
